# Screens as filed in PubChem.
# M1 PAM parental: counter-screen for M1 PAMs: effect in parental CHO-K1 cells | 0.02% of 360,000 active | ATP EC20, Fluo-8 calcium fluorescence; 0% at ATP EC20, 100% at ATP max | AID 602247 | activation, % at 3 µM;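 active = activation above the run cutoff, the mean activation of all test compounds plus 3 SD, cut at about 40% in these data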;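 note: peak over basal fluorescence ratio in a 140 s read after ATP addition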
# V1aR counter: activates human V1a receptor in oxytocin agonist counter-screen; 0.25% of 320,000 active; AID 2797; P37288; CHO-V1R cells, Fluo-8 calcium fluorescence, agonist mode; 0% DMSO, 100% 3 nM vasopressin; activation, % at 3 µM;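 active = activation above the mean activation of all tested compounds plus 3 SD, per screening run, cut at about 20% in these data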;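 note: signal is peak over basal fluorescence ratio across a 100 second FLIPR read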
# GPR7 antagonist: blocks human GPR7 receptor signaling; P48145; 1.1% of 290,000 active; inhibition, % at 4.4 µM; GPR7-expressing cells, fluorescence antagonist assay; in the data active = inhibition above about 16%, passing the limit was not always enough;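 note: cells stimulated with the agonist NPW; 0% = agonist with vehicle and 100% = vehicle without agonist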
# Target sequence (P48145 whole entry, looked up): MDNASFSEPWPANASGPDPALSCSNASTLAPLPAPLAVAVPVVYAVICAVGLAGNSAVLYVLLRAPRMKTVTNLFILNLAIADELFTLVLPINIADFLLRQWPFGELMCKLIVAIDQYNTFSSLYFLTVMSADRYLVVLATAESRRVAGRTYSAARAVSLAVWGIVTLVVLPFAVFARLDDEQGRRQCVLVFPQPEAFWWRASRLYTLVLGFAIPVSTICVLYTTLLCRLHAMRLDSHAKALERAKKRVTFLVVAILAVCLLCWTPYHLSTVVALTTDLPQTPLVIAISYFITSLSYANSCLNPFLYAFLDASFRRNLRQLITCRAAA
# CHO-K1 Ca ag: nonselective activator or artifact in parental CHO-K1 cells | Fluo-8 calcium fluorescence; scaled to maximal ATP response, vehicle zero | activation, % at 3 µM | 0.48% of 360,000 active | AID 602248; in the data active = activation above about 15%;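 note: untransfected CHO-K1 host cells lacking M1 receptor as counterscreen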
# CHO parental Ca: counter-screen for OX1R antagonists: effect in parental CHO cells. parental CHO-K1, ATP-induced calcium, Fluo-8 fluorescence. AID 463079. inhibition, % at 5.6 µM. 0.63% of 330,000 active;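 active = inhibition above that plate's mean sample inhibition plus 3 SD, cut at about 26% in these data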;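 note: 0% = ATP-challenged DMSO wells and 100% = DMSO wells without ATP; some compounds past the cut are filed as inactive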
#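 Measured by: calcium-sensitive Fluo-8 fluorescence / Test system: CHO parental line / Controls: ATP-challenged DMSO wells low, unchallenged DMSO wells high / Measure: % inhibition / Compound: single nominal dose of 5.6 µM per compound / Replicates: single well per compound, no replicates / Reagent: ATP as calcium-mobilizing challenge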
# CHO-K1 Ca antag: M1 antagonist counterscreen hit in parental CHO-K1 cells | ATP-induced calcium, Fluo-8 fluorescence | inhibition, % at 3 µM | 0.6% of 360,000 active;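 active = inhibition above a per-plate cutoff, the plate's mean sample inhibition plus 3 SD, cut at about 24% in these data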;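 note: 0% = DMSO plus EC80 ATP and 100% = DMSO alone without ATP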
# OXTR agonist: activates the human oxytocin receptor. P30559. CHO-OTR cells, Fluo-8 calcium fluorescence; normalized: DMSO 0%, oxytocin 100%. activation, % at 3 µM. 0.32% of 320,000 active;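 active = activation above the mean of all tested compounds plus 3 SD, cutoff set per screening run, cut at about 20% in these data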;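 note: peak over basal fluorescence ratio from a 100 s FLIPR kinetic read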
# Target sequence (P30559 whole entry, looked up): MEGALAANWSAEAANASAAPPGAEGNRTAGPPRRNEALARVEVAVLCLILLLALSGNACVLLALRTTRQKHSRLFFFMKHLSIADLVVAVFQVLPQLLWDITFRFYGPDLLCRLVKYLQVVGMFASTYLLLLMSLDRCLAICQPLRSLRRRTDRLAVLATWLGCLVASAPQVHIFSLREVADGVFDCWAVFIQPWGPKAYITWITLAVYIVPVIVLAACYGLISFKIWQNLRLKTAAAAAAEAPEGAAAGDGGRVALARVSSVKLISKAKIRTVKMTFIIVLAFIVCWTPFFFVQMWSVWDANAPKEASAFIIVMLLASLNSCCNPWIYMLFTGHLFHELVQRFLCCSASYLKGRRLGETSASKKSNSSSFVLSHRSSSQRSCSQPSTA
# OXTR potentiator: potentiates the human oxytocin receptor response | P30559 | CHO-OTR cells, Fluo-8 calcium fluorescence, potentiator mode; 0% = oxytocin EC15, 100% = EC100 | activation, % at 3 µM | 0.061% of 320,000 active | AID 2445;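 active = activation above that plate's cutoff, the mean activation of tested compounds plus 3 SD, cut at about 6.6% in these data, passing the limit was not always enough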;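 note: 100% uses oxytocin at 75 nM as the full agonist control; some results filed as inactive read as strong as hits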
#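 assay system = CHO-OTR cells, human receptor | schedule = compound 6 min at room temperature before oxytocin, 100 s read | detection = Fluo-8 intracellular calcium fluorescence, ex 470-495, em 515-575 nm | evaluation = normalized max/min fluorescence ratio, % activation | control set = EC15 oxytocin alone as 0%, 75 nM oxytocin (EC100) as 100%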
# TAAR1 antag: antagonists of human TAAR1; Q96RJ0; CHO RD-HGA16 TAAR1, Fluo-8 calcium fluorescence, antagonist; inhibition, % at 3 µM; 1.5% of 360,000 active; AID 624466;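 active = inhibition above a per-plate cutoff, the mean inhibition of test compounds on that plate plus 3 SD, cut at about 49% in these data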;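 note: 0% = DMSO plus EC80 beta-PEA response and 100% = DMSO alone without agonist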
# Target sequence (Q96RJ0 whole entry, looked up): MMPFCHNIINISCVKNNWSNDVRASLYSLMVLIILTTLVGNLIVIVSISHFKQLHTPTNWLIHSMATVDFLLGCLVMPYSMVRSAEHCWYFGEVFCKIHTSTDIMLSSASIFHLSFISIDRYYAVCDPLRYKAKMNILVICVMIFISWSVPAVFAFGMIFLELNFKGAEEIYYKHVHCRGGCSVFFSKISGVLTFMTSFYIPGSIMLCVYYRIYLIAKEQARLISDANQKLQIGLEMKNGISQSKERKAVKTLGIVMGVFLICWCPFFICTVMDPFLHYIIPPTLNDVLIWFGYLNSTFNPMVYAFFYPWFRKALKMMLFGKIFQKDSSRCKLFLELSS
#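 Test system – hTAAR1-expressing CHO RD-HGA16 cells, Gα16-coupled · Also added – β-PEA at EC80 concentration, post-compound challenge · Compound – 3 µM, single point · Incubation – dye loading 75 min at 37 °C, then 30 min room temperature · Measured by – Fluo-8 intracellular calcium dye fluorescence, real-time kinetic reads · Benchmarks – vehicle and agonist controls · Replicates – singlicate, one well per test compound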
# * = called active by the depositor; x = not tested or not shown.
item	SMILES	CHO parental Ca	V1aR counter	TAAR1 antag	OXTR agonist	CHO-K1 Ca antag	CHO-K1 Ca ag	GPR7 antagonist	M1 PAM parental	OXTR potentiator
1	CC(O)CNc1nc(N)[nH]c(=O)c1N=Nc1ccccc1 (stereo unspecified)	x	x	-9	x	-21	0.7	x	32	x
2	CC(=O)c1ccc(N2C(=NC(=O)C(C)C)SC3CS(=O)(=O)CC32)cc1 (stereo unspecified)	-11	0.5	4	0.6	-19	0.3	4	23	-11
3	O=C1CSC(=S)N1N=Cc1c[nH]c2ccc(Br)cc12	x	x	-3	x	-9	2.5	x	16	x
4	Cc1ccc(S(=O)(=O)N2CCN(C(C)CC(=O)O)CC2)cc1 (stereo unspecified)	11	0.4	-1	0.0	-3	-0.3	-8	9	-23
5	CCNC(=O)CN(C1CCCCC1)S(=O)(=O)c1ccc(F)cc1	-2	-1.1	2	-0.7	-5	1.8	-7	8	-15
6	CCN(CC)S(=O)(=O)c1cccc(NC(=O)COC(=O)CCC(=O)c2ccc(F)cc2)c1	-13	1.0	-7	0.8	-7	4.9	-15	23	-3
7	CC(C)Cc1cc(CN2CCCC(CO)(Cc3cccc(Cl)c3)C2)[nH]n1 (stereo unspecified)	-5	5.3	4	3.3	-13	4.0	2	11	-17
8	COCC(=O)Nc1ccc([N+](=O)[O-])cc1C	-2	-0.1	-14	0.7	2	9.6	-9	24	0
9	O=C(N/N=C/c1ccncc1)C1C2CCCCCCC21 (stereo unspecified)	-11	-0.3	-4	-1.7	-6	-0.2	-15	21	-6
10	C=C(C)CC1Nc2ccccc2NC1CC(=C)C (stereo unspecified)	-18	1.3	5	0.2	0	0.1	-17	-2	-2
11	Cc1ccc(C2=C/C(=C/c3cccs3)C(=O)O2)cc1	-8	-0.1	-2	-0.6	2	0.0	11	-3	-9
12	COc1ccc(C(=O)NNC(=O)Cc2ccc([N+](=O)[O-])cc2)cc1	-17	-0.7	1	-1.1	-8	-0.3	-6	19	-6
13	Cc1[nH]c(=O)c(C#N)c(C)c1Cc1ccc(Cl)cc1Cl	-17	-0.4	7	-0.6	-10	0.9	-17	11	-11
14	COc1ccc(-c2ccc(CCC(=O)O)n2CC(C)C)cc1	-11	0.3	-4	-0.6	5	0.7	15	7	-3
15	O=C(Nc1nncs1)c1cc(S(=O)(=O)N2CCCCC2)ccc1Cl	-15	0.6	-12	1.3	-6	0.7	-10	-2	-4
16	CN(C)S(=O)(=O)c1ccc(C(=O)Nc2nnc(SCc3cccc(F)c3)s2)cc1	2	0.5	-9	1.5	-9	0.0	-11	-1	-7
17	CCCc1nc(N2CCN(S(=O)(=O)c3ccc(Cl)cc3)CC2)c2c(C)c(C)sc2n1	-6	0.1	-22	-1.6	0	-0.3	7	-3	-16
18	O=C(CN1C(=O)CSc2ccccc21)NC1CCCC1	0	-0.7	-20	0.3	-14	0.7	1	19	-2
19	C=CCNc1nc(-c2cccc(OC)c2O)nc2ccccc12	5	0.2	26	-0.6	4	1.3	-22	12	-1
20	COc1ccc(-n2c(SCC(=O)Nc3ccc(C(=O)O)cc3)nnc2-c2cccs2)cc1	-10	-0.7	-8	-0.2	-12	0.0	0	18	-10
21	O=C(CCS(=O)(=O)Cc1ccccc1)N1CCN(c2ccc([N+](=O)[O-])cc2)CC1	21	3.3	-10	2.9	-14	7.2	-1	11	-27
22	COCCNC(=O)c1ccccc1NC(=O)CCSc1ccccc1	-27	-0.3	-29	-1.8	-5	1.1	8	-12	-18
23	O=C(NC(=S)Nc1cccc(Cl)c1N1CCCC1)c1ccc(-c2cccc([N+](=O)[O-])c2)o1	-13	0.1	-7	-0.3	-7	0.0	-3	6	0
24	COc1cccc(N2CCN(c3ccc4nnc(CCC(=O)N5CCC(C)CC5)n4n3)CC2)c1	1	-1.4	29	-2.2	-13	5.7	-2	18	-16
25	CC(=O)Nc1cc(-c2ccccc2N(C)C)cn2c(-c3ccc(F)c(Cl)c3)cnc12	x	x	5	x	-13	2.0	x	31	x
26	COc1ccc(S(=O)(=O)N2CCOCC2)cc1Br	13	1.1	-7	0.0	-8	4.0	-4	18	3
27	O=C1N[C@H](Cc2ccccc2)CO1	-3	1.2	8	1.2	-8	-0.3	x	1	-7
28	O=C(Nc1ccccc1F)c1cnccn1	-4	-0.6	7	0.9	-11	-0.1	-19	-6	-11
29	CN(C)CCNc1c(N)c(=O)oc2ccccc12	10	1.0	2	-0.1	5	0.8	1	7	2
30	COc1cc(/C=N\NC(=O)c2ccc(C)nc2)ccc1OC(=O)c1ccc2c(c1)OCO2	-14	4.5	9	2.4	-3	2.8	-16	-2	-13
31	Cc1c(C)c2ccc(O)c(CN3CCCC3)c2oc1=O	-11	0.5	-19	0.3	-10	-0.1	15	-2	-8
32	COc1cc2c(cc1NC(=O)C(C)OC(=O)C1CC(=O)N(Cc3ccco3)C1)oc1ccccc12 (stereo unspecified)	-19	1.5	29	-1.1	29*	-0.1	-5	-6	-17
33	CN(CC(=O)N1CCCCCC1)S(=O)(=O)c1cccc2cccnc12	-8	0.1	-6	1.1	-6	2.1	-7	13	-7
34	S=c1nc(-c2ccccc2)n(Cc2cccnc2)c2c1CCCC2	-20	-1.9	x	-0.9	x	x	-6	x	-2
35	S=c1[nH]nc(C2CCCCC2)n1/N=C/c1ccncc1	-12	0.8	9	-0.2	-1	0.0	-17	8	-4
36	COc1ccc(C(C)(C)NC(=O)C2CCC(=O)N(C3CCCC3)C2)cc1OC (stereo unspecified)	5	-1.0	-5	0.1	14	0.0	0	-14	-10
37	CCc1sc(C(=O)Nc2nc(-c3ccccn3)cs2)cc1C	-11	-0.4	x	0.3	-6	0.2	x	6	0
38	Cc1ccc(OCC(=O)c2c(N)n(C)c(=O)n(C)c2=O)c([N+](=O)[O-])n1	-4	0.7	19	-0.4	-9	0.4	x	18	-5
39	Cc1ccccc1N1CCN(C2CCCN(C(=O)c3cn4c(C)cccc4n3)C2)CC1 (stereo unspecified)	-27	3.0	5	1.1	-1	2.4	1	-6	-13
40	CCC(=O)c1ccc(OCC(=O)NCCc2ccccn2)cc1	-1	0.1	-10	0.8	-12	0.3	-8	17	-3
41	CCOCCOC(=O)C1=C(C)Nc2ccc(C)cc2S1	-15	-0.5	12	1.7	7	-0.6	4	11	9
42	COc1cccc2c3c(c(C)nc12)CC(C)O3 (stereo unspecified)	-3	0.5	2	0.1	2	1.9	-11	14	-3
43	Cc1nn(-c2ccccc2)c2[nH]c(=O)c(CNCCN3CCOCC3)cc12	-10	-0.6	4	-1.1	-14	0.1	-12	19	-5
44	COc1ccc2c(CC(=O)Nc3cccc(S(=O)(=O)N4CCOCC4)c3)coc2c1	-10	6.1	1	3.7	-9	3.1	-2	29	-3
45	CCc1cc(C(=O)c2ccc(OC)cc2)c(N)s1	-18	-0.7	12	-3.8	-16	0.2	-11	13	-8
46	Cc1ccc(NC(=O)CCNS(=O)(=O)c2cc(Br)cnc2N)cc1Cl	12	6.2	6	5.5	9	1.7	3	2	-9
47	COc1cc(/C=C2/SC(=S)N(CC(=O)O)C2=O)ccc1OC(=O)c1cccs1	0	1.8	-11	0.2	-2	0.5	-2	-6	2
48	O=c1c2ccccc2nc2n1CCN2	10	-0.7	-13	0.9	-14	0.9	-12	20	-10
49	O=C(Nc1cccc(F)c1)N1CCC(n2c(=O)[nH]c3ccccc32)CC1	-21	1.1	-15	2.2	-8	3.6	-14	11	-4
50	CCCc1c(C)nc2c(Br)cccc2c1Cl	3	0.1	0	-1.3	-16	1.9	-10	27	-1
51	COc1ccccc1CNc1nc(NC(C)C)nc2ccsc12	x	x	3	x	-6	2.9	x	4	x
52	CN(CCC#N)C(=O)COC(=O)c1nn(-c2ccccc2)c(=O)c2ccccc12	-13	0.5	5	-1.0	4	14	2	16	-3
53	C[C@H](NC(=O)c1nc[nH]c1C(=O)N[C@@H](C)C(=O)OC(C)(C)C)C(=O)OCc1ccccc1	-16	-1.0	5	-2.4	-9	-0.7	-4	1	-3
54	C[C@@]12C(=O)N(c3ccc(C(F)(F)F)cc3)C(=O)N1[C@@H]1c3ccccc3OC[C@@H]1[C@H]2c1ccccc1	-22	1.1	x	-0.2	9	-0.3	2	-19	-13
55	CCOc1ccccc1N(CC(=O)Nc1cccc(OC)c1)S(=O)(=O)c1ccccc1	-6	0.3	52*	-2.0	2	2.0	-9	-8	-5
56	Cc1cccc(-n2c(CNC(=O)c3cccc([N+](=O)[O-])c3C)n[nH]c2=S)c1	-10	0.4	-13	0.4	-11	0.6	-6	20	0
57	CC(=O)Nc1cc(C(=O)N2CCCC2)ccc1S(=O)(=O)c1ccc(Cl)cc1	-20	-0.6	1	-2.2	-14	0.0	3	15	-2
58	COc1ccc(-c2nsc(C(=O)N(c3ccc(F)cc3)C(C(=O)NC3CCCC3)c3ccc(OC)cc3)c2N)cc1 (stereo unspecified)	-5	-0.5	5	1.5	-10	0.3	-8	16	0
59	C[C@H](NC(=O)c1ccc(Cl)c(S(=O)(=O)N2CCOCC2)c1)c1nc2ccccc2[nH]1	-20	0.1	14	-0.7	-14	1.6	x	1	-5
60	O=C(NC1CCCC1)C(Cc1ccccc1)n1cccc1 (stereo unspecified)	-4	-0.8	-10	-0.9	-9	0.8	-18	28	0

# Random excerpt: two compounds from above.
item	SMILES	CHO parental Ca	V1aR counter	TAAR1 antag	OXTR agonist	CHO-K1 Ca antag	CHO-K1 Ca ag	GPR7 antagonist	M1 PAM parental	OXTR potentiator
24	COc1cccc(N2CCN(c3ccc4nnc(CCC(=O)N5CCC(C)CC5)n4n3)CC2)c1	1	-1.4	29	-2.2	-13	5.7	-2	18	-16
38	Cc1ccc(OCC(=O)c2c(N)n(C)c(=O)n(C)c2=O)c([N+](=O)[O-])n1	-4	0.7	19	-0.4	-9	0.4	x	18	-5

# The list continues.
item	SMILES	CHO parental Ca	V1aR counter	TAAR1 antag	OXTR agonist	CHO-K1 Ca antag	CHO-K1 Ca ag	GPR7 antagonist	M1 PAM parental	OXTR potentiator
61	O=C(/C=C/c1c(F)cccc1Cl)NCc1ccc2c(c1)OCO2	-15	0.2	15	-0.3	-3	1.7	-1	14	2
62	Cc1ccc(C(=O)N/C(=C\c2ccc(F)cc2)C(=O)NCc2ccncc2)cc1	-8	-0.5	x	-0.2	-3	0.6	-7	9	-7
63	Cc1ccc(C)c(-c2nnc(NC(=O)CS(=O)(=O)c3ccccc3)o2)c1	-28	-0.4	-13	-1.4	-6	0.2	x	14	-1
64	COc1ccc(Cn2nnc(C(=O)Nc3ccc4c(c3)OCCO4)c2N)cc1Br	1	3.5	-4	2.9	-10	0.3	24	13	-9
65	CN(C)CCOCCP(=O)(c1ccccc1)c1ccccc1	13	-0.3	12	0.0	-6	1.2	-17	23	-2
